ATXN viability: Viability Counterscreen for Primary qHTS for Inhibitors of ATXN expression. Potency, µM (highest dose often 56.7 µM), hits mostly cytotoxic. 0.49% of 400,000 active. S2 cells (HEK-293 line with an ATXN2-luciferase reporter) viability, CellTiter-Fluor protease fluorescence, 24 h; also: potency is read from the fitted curve at half-maximal effect; nearly all actives have a fitted effect of over 40% in size
SW480 rereplic: A quantitative high throughput screen for small molecules that induce DNA re-replication in SW480 colon adenocarcinoma cells. Potency, µM (doses to about 46.1 µM), inactives show at the top dose re-replication activation, actives largely listed as activators. 1.8% of 340,000 active. SW480 DNA re-replication, Hoechst DNA content imaging, 48 h. AID 624297, 2012; also: potency is read from the fitted curve at half-maximal effect; % of control where 0% means no effect; nearly all actives have a fitted effect of over 55% in size
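SW480 cells exposed to compounds for 48 hr at 37 C, 5% CO2, then Hoechst-stained 40 min. Nuclear DNA content imaged by fluorescence scanning (405 nm excitation, 500-530 nm emission); re-replication scored as increased high-intensity nuclei.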
MCF10A rereplic: A quantitative high throughput screen for small molecules that induce DNA re-replication in MCF 10a normal breast cells; MCF 10A DNA re-replication, Hoechst nuclear intensity, 48 h; Potency, µM (series often up to 46.1 µM), for the others: top-dose activity, positive = re-replication, hits mostly activators; 2.9% of 350,000 active; also: potency is read from the fitted curve at half-maximal effect; % of control where 0% means no effect; nearly all actives have a fitted effect of over 50% in size
ATXN2 expr inh: Primary qHTS for Inhibitors of ATXN expression | 0.72% of 360,000 active | HEK-293 ATXN2-luciferase reporter, luminescence, 24 h | Potency, µM (highest dose often 57 µM), for the others: top-dose activity change, negative = inhibition, usual class: inhibitors; also: potency is read from the fitted curve at half-maximal effect; % is scaled to controls: 0 for no effect and ±100 for the full control effect; nearly all actives have a fitted effect of over 55% in size
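qHTS (up to 57 uM final) was run with 24 h compound exposure of reporter cells at 37 °C. Each well was multiplexed: SteadyGlo luminescence measured ATXN2-luciferase expression after a fluorogenic Gly-Phe-AFC viability readout (25 uM final).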
HT1080-NT tox: qHTS for induction of synthetic lethality in tumor cells producing 2HG: qHTS for the HT-1080-NT fibrosarcoma cell line | HT-1080-NT fibrosarcoma viability, CellTiter-Glo ATP luminescence, 48 h | Potency, µM (titrated, usually from 46.1 µM), inactives show at the highest dose activity, negative = less viability, hits mostly cytotoxic | 1.6% of 360,000 active | AID 686970, 2013;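 also: NT is the 2HG producing partner of a matched IDH1 knockdown line; potency is read from the fitted curve at half-maximal effect; 0% = DMSO-treated cells and -100% = media-only wells without cells; nearly all actives have a fitted effect of over 55% in size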
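Viability by CellTiter-Glo luminescence after 48 h compound exposure at 37C of HT-1080-NT cells (750/well, RPMI, 5% FBS). % activity scaled between DMSO wells and medium-only wells, then curve-fitted and categorized by curve class.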
IL1B secr inh: qHTS for Inhibitors of Inflammasome Signaling: IL-1-beta AlphaLISA Primary Screen; THP-1 LPS/ATP IL-1B secretion, AlphaLISA, 16 h; stronger effect = lower value; 4.7% of 360,000 active; activity change, % at 57.5 µM; in the data active = activity change below about -50%; inconclusive = mostly about -30% to -49%; also: % is scaled to controls: 0 for no effect and ±100 for the full control effect
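THP-1 cells pretreated 1 hr with compounds (up to 57.5 uM final), then stimulated with LPS (250 ng/mL final) plus ATP (1.25 mM final); secreted IL-1B measured by AlphaLISA after 16 hr, decreased signal indicating inhibition.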
HT1080 IDH1KD tx: qHTS for induction of synthetic lethality in tumor cells producing 2HG: qHTS for the HT-1080-IDH1KD cell line | HT-1080 IDH1 knockdown viability, ATP luminescence, 48 h | Potency, µM (series often up to 46.1 µM), for the others: at the highest dose activity, negative = toxicity, hits mostly cytotoxic | 2% of 360,000 active;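 also: potency is read from the fitted curve at half-maximal effect; 0% = DMSO wells and -100% = cell-free medium wells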
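Cytotoxicity counter-line: IDH1KD HT-1080, 48 h, CellTiter-Glo. Curves classed by r2, magnitude and activity.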
KB-V1 MDR tox: qHTS assay for MDR1-selective chemotherapeutics: Primary screen using the drug-selected MDR subline cells KB-V1 | KB-V1 MDR cells viability, CellTiter-Glo, 72 h | Potency, µM (doses to about 46.1 µM), for the others: top-dose activity change, negative = cytotoxicity, actives largely listed as cytotoxic | 3.4% of 400,000 active | AID 1347076, 2019; also: potency is read from the fitted curve at half-maximal effect; % is scaled to controls: 0 for no effect and ±100 for the full control effect; nearly all actives have a fitted effect of over 60% in size
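Readout: CellTiter-Glo luminescence, 10 min after addition. Cells: KB-V1 MDR subline, 72 h at 37 degrees C with compound. Analysis: corrected, normalized data fitted to concentration-effect curves.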
KB-3-1 cytotox: qHTS assay for MDR1-selective chemotherapeutics: Primary screen using the parental adenocarcinoma cell KB-3-1 | KB-3-1 viability, CellTiter-Glo ATP luminescence, 72 h | Potency, µM (top dose mostly 46.1 µM), inactives show top-dose activity change, negative = cytotoxic, hits mostly cytotoxic | 1.4% of 400,000 active | AID 1347075, 2019; also: potency is read from the fitted curve at half-maximal effect; % is scaled to controls: 0 for no effect and ±100 for the full control effect; nearly all actives have a fitted effect of over 60% in size
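Cytotoxicity in the drug-sensitive parental line KB-3-1 was scored as loss of CellTiter-Glo luminescence following 72 h incubation with compound. Values come from curve fitting of normalized concentration-response data.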
An asterisk follows results filed as active; i = inactive; ? = inconclusive; . = not tested or not shown; [ ] = another dose, or the depositor's remark. Unless noted, calls follow the shape of the dose curve; as a rule, active = well fitted curve in the direction sought with a large enough effect; inconclusive = small, poorly fitted or top-dose-only effect, or another doubt; inactive = no such curve, though single readings can be large; an effect the other way counts as inactive or inconclusive. Outcome played no part in choosing rows; any-hit rate near 11%.

Values run as follows: ATXN viability	SW480 rereplic	MCF10A rereplic	ATXN2 expr inh	HT1080-NT tox	IL1B secr inh	HT1080 IDH1KD tx	KB-V1 MDR tox	KB-3-1 cytotox
> C[C@@]12CC[C@H]3OC(=O)C=C3C1CC[C@@]13CC(CCC12)[C@](CO)(O[C@H]1O[C@H](CO)[C@@H](O)[C@H](O)[C@H]1O)C3 (some centres not stated)
→ i	-2%	?	0%	2%	25	3%	24%	0%
> Cc1cc(C)nc(SCc2ccc(C(=O)N/N=C/c3ccccc3C(=O)O)cc2)n1
→ i	1%	-7%	-1%	15%	7	13%	-1%	19%
> Cc1ccnc(SCC(=O)c2ccc(Br)s2)n1
→ i	0%	14%	14%[11.3 µM]	24%	-12	16%	-17%	17%
> COc1cc(NC(=O)c2ccnc(N)c2)cc(C(=O)Nc2cccc(C(F)(F)F)c2)c1
→ i	2%	11%	-11%	?	-19	15%	?	-1%
> Cc1nc(Cl)c(C(=O)NC(C)(C)C)c(C)c1Cl
→ i	-8%	5%	-16%	9%	30	0%	-8%	4%
> COc1ccc2cnnc(SCC(=O)Nc3ccc(C(C)=O)cc3)c2c1OC
→ ?	-6%	-9%	-1%	1%	-11	0%	5.2µM*	4%
> CC(C)CC(O)C1CCN(C(=O)CCc2nnc(-c3ccc4c(c3)OCO4)o2)CC1 (configuration not stated)
→ ?	12%	-2%	6%	3%	11	-4%	.	.
> COc1cccc(-c2nnc3n2N=C(c2cccc(Br)c2)CS3)c1
→ i	-11%	-2%	1%	-4%	19	11%	?	4%
> O=C(NCc1cccnc1)C1CC(=O)N(CCc2ccccc2)C1 (configuration not stated)
→ i	-6%	0%	5%	0%	-2	2%	3%	-1%
> CN(C(=O)C(=O)Nc1ccc2nc3n(c(=O)c2c1)CCCCC3)c1cccc(C(F)(F)F)c1
→ i	.	.	-2%	.	.	.	12%	14%
> O=C(N/N=C/c1ccc[nH]1)c1ccccc1[N+](=O)[O-]
→ i	-5%	2%	3%	11%	-8	10%	8%	13%
> O=[N+]([O-])c1ccc2oc(-c3ccccc3)nc2c1
→ i	-3%	-2%	34%	27%	14	30%	-22%	2%
> O=C(CSc1nccc(-c2cccs2)n1)Nc1cccc(Cl)c1Cl
→ .	0%	0%	-20%	-20%	29	-14%	-10%	2%
> O=C(NCc1cccs1)C1CCN(c2ccc(S(=O)(=O)N3CCOCC3)cc2Cl)CC1
→ i	1.3µM*	6.5µM*	-6%	?	-13	?	3.7µM*	2.3µM*
> Cc1ccc(S(=O)(=O)Nc2ccc(C(=O)N3CCN(c4ccccc4O)CC3)cc2)cc1[N+](=O)[O-]
→ i	3%	?	-3%	-2%	-1	-11%	7%	4%
> O=S(=O)(c1cccc(F)c1)N1CCc2sccc2C1c1ccc(OC(F)(F)F)cc1 (configuration not stated)
→ i	6%	15%	-9%	?	7	-23%	?	-26%
> O=C(Cn1nc(-c2ccc(Cl)cc2)ccc1=O)NCc1ccc2c(c1)OCO2
→ i	-8%	0%	-3%	-5%	48	-1%	0%	-5%
> Cc1c(C(=O)N(C)C(C)c2ccncn2)oc2c(F)cccc12 (configuration not stated)
→ i	-6%	-2%	.	-1%	22	-7%	7%	-10%
> O=C(c1cnn(-c2cccc(F)c2)c1)c1ccccc1O
→ i	10%	?	53%[activator]	30%	-8	4%	-2%	9%
> CC(C)(C)OC(=O)N1CCN(c2ccc([N+](=O)[O-])cc2)CC1
→ i	-64%[inhibitor]	-38%[9.22 µM]	-19%	2%	15	4%	7%	2%
> Cc1cccc(OCCCC(=O)O)c1
→ i	2%	-3%	-10%	5%	28	-1%	?	-2%
> Cc1ccccc1Cn1c(-c2ccc(=O)[nH]c2)nc2ccccc21
→ i	-15%	0%	.	-4%	39	0%	-4%	-4%
> C=CC[C@@H](CC(=O)N[C@@H](CO)Cc1ccccc1)C(=O)N[C@H](COC(=O)[C@@H](CC=C)Cc1ccc(F)cc1)C(C)(C)C
→ ?	27%	20%	?	?	-8	-7%	?	-23%
> O=C(NCCc1ccccc1)C1(c2cccs2)CCOCC1
→ i	.	.	14%	.	.	.	14%	11%
> N#Cc1cccc(NC(=O)CSc2ccc3c4c(cccc24)C(=O)c2ccccc2-3)c1
→ ?	?	7.3µM*	?	5%	-8	7%	21µM*	?
> C[C@H]1CN([C@@H](C)CO)S(=O)(=O)c2ccc(-c3ccncc3)cc2O[C@H]1CN(C)C(=O)c1cccc(F)c1
→ i	.	.	3%	4%	20	-2%	14%	-3%
> Cc1c(Cl)cc(-n2cnnn2)cc1[N+](=O)[O-]
→ i	0%	2%	.	-1%	35	-9%	12%	-15%
> CCCN(CCC)Cc1c(C(=O)N/N=C/c2c[nH]c3ccccc23)nnn1-c1nonc1N
→ i	?	?	2%	?	?	29µM*	4%	-2%
> CC(C)(C)OC(=O)NCCc1nnc(SCc2ccc(Cl)cc2Cl)o1
→ i	-14%	i[0.0737 µM]	-12%	-3%	8	-11%	?	?
> C(=N\Nc1nc2ccccc2s1)/c1ccco1
→ ?	-18%	-19%	72%[activator]	?	?	?	?	-5%
> CC(C)(O)C#Cc1ccc(C(=O)N2CCN(C(=O)c3ccco3)CC2)cc1
→ i	-3%	2%	4%	6%	48	0%	-3%	15%
> CCOC(=O)N1CCC(Nc2c(NCCCN3CCN(c4ccc(OC)cc4)CC3)c(=O)c2=O)CC1
→ i	-17%	4%	.	5%	15	7%	-4%	9%
> CCc1nc(OCC(=O)c2ccccc2)c(C#N)c2c1COC(C)(C)C2
→ i	?	-1%	1%	5%	-8	0%	-6%	4%
> COc1ccc(-c2cc(N)n(S(=O)(=O)Cc3ccccc3)n2)c(OC)c1
→ ?	-3%	11%	-1%	2%	-9	7%	-11%	1%
> Cc1ccc(C(=O)Nc2ccc(N3CCOCC3)cc2)cc1
→ i	-2%	-6%	26%	-9%	-14	12%[9.24 µM]	?	7%
> O=C(CSc1ccc(-c2cccnc2)nn1)Nc1ccc(Br)cc1
→ i	-5%	14%	-24%	?	-7	-14%	?	-8%
> CC(c1ccccc1)n1c(-c2ccccc2F)n[nH]c1=S (configuration not stated)
→ i	0%	-2%	7%	5%	34	-17%	-12%	-7%
> CCOc1ccc(N(CC(=O)Nc2ccccc2F)S(=O)(=O)c2c(C)[nH]c(=O)[nH]c2=O)cc1
→ ?	-6%	-2%	2%	21%	0	1%	?	8%
> O=C(C1CCC1)N1CCc2cc(S(=O)(=O)NC3CCCC3)ccc21
→ i	2%	-1%	1%	-4%	35	-3%	-26%	0%
> OC(c1ccccc1)c1nc(-c2cncnc2)cs1 (configuration not stated)
→ i	.	.	5%	14%	12	2%	4%	0%
> COc1cc2[nH]c(=O)n(CCCCCC(=O)NCCCN3CCCC3=O)c(=O)c2cc1OC
→ i	1%	?	-5%	2%	14	7%	3%	?
> COCCCn1c(=O)/c(=C\c2ccccc2OC(C)C)s/c1=C(/C#N)C(=O)Nc1ccc(C(=O)O)cc1
→ i	?	26µM*	-25%	-12%	-4	-21%	10%	-2%
> C=CCN1C=C(C(=O)c2ccccc2)C(=O)CC1
→ i	-47%	-11%	-4%	10%	14	2%	-4%	0%
> CC1(C)C2CC=C(/C=N/NC(=O)c3ccccc3Br)C1C2 (configuration not stated)
→ i	-61%[inhibitor]	?	.	0%	5	-7%	?	1%
> COc1ccc(Cl)cc1-c1nc(-c2ccc(NC(=O)c3ccncc3)cc2)no1
→ i	-3%	0%	2%	?	12	10%	3%	-9%
> CCOc1ccc(CCNC(=O)CS(=O)(=O)Cc2nc(-c3ccccc3F)oc2C)cc1
→ i	-2%	-2%	-30%	-22%	-61*	-16%	?	-20%
> Cc1cccc(NC(=O)COc2nsnc2N2CCOCC2)c1
→ i	-1%	0%	18%	-3%	-2	-6%	0%	?
> CC[C@]12c3[nH]c4ccccc4c3CCN1C(=O)C(CC(=O)NC/C=C(\C)CCC=C(C)C)C[C@@H]2C(=O)N1CCN(C(=O)c2ccco2)CC1 (some centres not stated)
→ .	?	?	0%	-30%	-53*	?	0%	0%
> COc1cc(=O)[nH]c(SCc2c(F)c(F)c(F)c(F)c2F)n1
→ i	-4%	6%	2%	4%	23	-5%	?	-10%
> O=C(c1ccc2c(c1)OCO2)C1CCCN(Cc2c(F)ccc(F)c2F)C1 (configuration not stated)
→ i	-1%	10%	-5%	7%	-13	2%	17%	20%
> CCOC(=O)C1CCN(c2nc(-c3ccccc3)nc3c2oc2ccccc23)CC1
→ i	0%	-2%	-21%	-9%	21	-17%	0%	-6%
> CCc1ccc(-c2cc(C(F)(F)F)n3nc(C(=O)Nc4cnn(Cc5ccccc5C)c4)cc3n2)s1
→ .	23%	?	-23%	19%	10	10%	-8%	-11%
> Cc1ccc(CNC(=O)C(CCC(N)=O)NC(=O)OCc2ccccc2)cc1 (configuration not stated)
→ i	-121%[inhibitor]	3%	-3%	12%	0	3%	-1%	13%
> O=C(COc1ccc(Cl)cc1)NCc1nnc(SCC(=O)NCC2CCCO2)o1 (configuration not stated)
→ i	?	1%	-1%	2%	16	1%	-1%	-1%
> Cc1cc(=O)c(C(=O)O)nn1-c1ccccc1
→ ?	0%	-1%	5%	12%	8	7%	17%	10%
> CCN(CC(=O)NC(C)C)C(=O)CCNC(=O)c1ccc(Cl)cc1
→ i	-2%	-120%[0.0737 µM]	-3%	1%	5	16%	22%	10%

Screening data: PubChem, National Center for Advancing Translational Sciences (NCATS)
